Screening data from PubChem.
OXTR potentiate: human OXTR potentiators, primary screen, fluorescence, CHO-OTR cells, Fluo-8 calcium; Oxytocin receptor (Homo sapiens), P30559; Fluo-8 calcium fluorescence, potentiator mode; 0% = oxytocin EC15, 100% = EC100; activation, % at 3 µM; 0.061% of 320,000 active; AID 2445, 2010;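 active = activation above that plate's cutoff, the mean activation of tested compounds plus 3 SD, cut at about 6.6% in these data, passing the limit was not always enough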;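 also: 100% uses oxytocin at 75 nM as the full agonist control; some results filed as inactive read as strong as hits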
Target sequence (P30559 whole entry, looked up): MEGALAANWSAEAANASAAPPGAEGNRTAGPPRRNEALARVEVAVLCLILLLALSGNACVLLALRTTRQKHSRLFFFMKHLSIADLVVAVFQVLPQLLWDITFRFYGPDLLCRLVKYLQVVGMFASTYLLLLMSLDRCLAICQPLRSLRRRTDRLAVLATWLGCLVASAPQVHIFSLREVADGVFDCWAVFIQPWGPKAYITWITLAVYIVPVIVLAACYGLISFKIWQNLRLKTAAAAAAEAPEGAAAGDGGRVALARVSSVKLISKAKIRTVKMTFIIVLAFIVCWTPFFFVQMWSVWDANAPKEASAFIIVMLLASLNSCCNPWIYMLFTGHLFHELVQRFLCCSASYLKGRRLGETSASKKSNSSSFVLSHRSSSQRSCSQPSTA
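assay system = CHO-OTR cells, human receptor | schedule = compound 6 min at room temperature before oxytocin, 100 s read | detection = Fluo-8 intracellular calcium fluorescence, ex 470-495, em 515-575 nm | evaluation = normalized max/min fluorescence ratio, % activation | control set = EC15 oxytocin alone as 0%, 75 nM oxytocin (EC100) as 100%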
CHO-K1 Ca antag: M1 antagonist counterscreen hit in parental CHO-K1 cells. inhibition, % at 3 µM. 0.6% of 360,000 active. ATP-induced calcium, Fluo-8 fluorescence. AID 602250;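 active = inhibition above a per-plate cutoff, the plate's mean sample inhibition plus 3 SD, cut at about 24% in these data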;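 also: 0% = DMSO plus EC80 ATP and 100% = DMSO alone without ATP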
V1R ag counter: agonists of human V1a receptor, primary screen, counter-screen for OXTR agonist project, fluorescence, CHO-V1R cells | Fluo-8 calcium fluorescence, agonist mode; 0% DMSO, 100% 3 nM vasopressin | activation, % at 3 µM | 0.25% of 320,000 active | AID 2797, 2010;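 active = activation above the mean activation of all tested compounds plus 3 SD, per screening run, cut at about 20% in these data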;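 also: signal is peak over basal fluorescence ratio across a 100 second FLIPR read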
OXTR ag: human OXTR agonists, primary screen, fluorescence, CHO-OTR cells, Fluo-8 calcium; Fluo-8 calcium fluorescence; normalized: DMSO 0%, oxytocin 100%; activation, % at 3 µM; AID 2435, 2010; 0.32% of 320,000 active; Oxytocin receptor (Homo sapiens), P30559;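 active = activation above the mean of all tested compounds plus 3 SD, cutoff set per screening run, cut at about 20% in these data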;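 also: peak over basal fluorescence ratio from a 100 s FLIPR kinetic read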
M1 PAM parental: nonselective calcium activators in parental CHO-K1 cells, primary screen, counter-screen for M1 PAM project, cell-based, Fluo-8 calcium fluorescence, full deck, 1536-well; activation, % at 3 µM; 0.02% of 360,000 active; ATP EC20; 0% at ATP EC20, 100% at ATP max;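 active = activation above the run cutoff, the mean activation of all test compounds plus 3 SD, cut at about 40% in these data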;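 also: peak over basal fluorescence ratio in a 140 s read after ATP addition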
TAAR1 antag: human TAAR1 antagonists, primary screen, Fluo-8 calcium fluorescence, CHO RD-HGA16 cells; antagonist; 1.5% of 360,000 active; inhibition, % at 3 µM;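 active = inhibition above a per-plate cutoff, the mean inhibition of test compounds on that plate plus 3 SD, cut at about 49% in these data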;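 also: 0% = DMSO plus EC80 beta-PEA response and 100% = DMSO alone without agonist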
Target sequence (Q96RJ0 whole entry, looked up): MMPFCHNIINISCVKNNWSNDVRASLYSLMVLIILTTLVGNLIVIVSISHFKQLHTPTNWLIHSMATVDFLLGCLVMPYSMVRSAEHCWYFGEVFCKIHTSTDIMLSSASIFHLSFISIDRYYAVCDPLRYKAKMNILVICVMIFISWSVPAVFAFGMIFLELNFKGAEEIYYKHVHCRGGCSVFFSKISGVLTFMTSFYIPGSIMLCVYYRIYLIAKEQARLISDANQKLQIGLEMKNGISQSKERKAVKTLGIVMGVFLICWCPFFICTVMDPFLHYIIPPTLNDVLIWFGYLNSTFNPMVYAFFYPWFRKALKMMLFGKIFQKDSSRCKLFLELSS
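System: CHO RD-HGA16 cells bearing hTAAR1. Reagent: EC80 β-phenethylamine stimulus. Schedule: seeding 17-24 h prior, 75-min 37 °C, 30-min RT dye loading. Signal: Fluo-8 intracellular calcium dye fluorescence, real-time kinetic reads. Read-out: % inhibition from peak post-agonist over basal fluorescence ratio. Benchmarks: vehicle wells and EC80 agonist wells. Replicates: n of 1.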
M1 ag parental: counter-screen for M1 agonists: effect in parental CHO-K1 cells; Fluo-8 calcium fluorescence; scaled to maximal ATP response, vehicle zero; activation, % at 3 µM; 0.48% of 360,000 active; AID 602248, 2012; in the data active = activation above about 15%;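 also: untransfected CHO-K1 host cells lacking M1 receptor as counterscreen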
GPR7 antag: GPR7 receptor antagonists, primary screen, cell-based, fluorescence, single concentration | GPR7-expressing cells, fluorescence antagonist assay | inhibition, % at 4.4 µM | 1.1% of 290,000 active | AID 1861, 2009; in the data active = inhibition above about 16%, passing the limit was not always enough;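 also: cells stimulated with the agonist NPW; 0% = agonist with vehicle and 100% = vehicle without agonist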
Target sequence (P48145 whole entry, looked up): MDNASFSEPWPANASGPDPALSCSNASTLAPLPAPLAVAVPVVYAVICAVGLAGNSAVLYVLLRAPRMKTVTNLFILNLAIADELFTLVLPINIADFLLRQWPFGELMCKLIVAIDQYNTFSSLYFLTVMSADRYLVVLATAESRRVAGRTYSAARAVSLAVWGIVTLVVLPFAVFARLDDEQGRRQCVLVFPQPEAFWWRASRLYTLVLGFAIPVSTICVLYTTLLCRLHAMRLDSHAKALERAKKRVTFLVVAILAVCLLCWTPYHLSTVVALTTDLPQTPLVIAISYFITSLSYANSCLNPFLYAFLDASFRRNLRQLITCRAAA
CHO parental Ca: ATP-evoked calcium signal inhibitors, parental CHO, primary screen, counter-screen for OX1R antagonist project, cell-based, fluorescence, Fluo-8 calcium dye; parental CHO-K1, ATP-induced calcium, Fluo-8 fluorescence; inhibition, % at 5.6 µM; 0.63% of 330,000 active; AID 463079, 2010;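 active = inhibition above that plate's mean sample inhibition plus 3 SD, cut at about 26% in these data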;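 also: 0% = ATP-challenged DMSO wells and 100% = DMSO wells without ATP; some compounds past the cut are filed as inactive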
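material = parental CHO cells | also added = ATP as calcium-mobilizing challenge | dosing = single point at 5.6 µM | detection = intracellular calcium via Fluo-8 no-wash fluorescent dye | read-out = % inhibition | benchmarks = low control ATP plus DMSO, high control DMSO only | repeats = one well per compound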
* hit, by the source's call; nt = not tested or not shown; & = joins results of further samples. Outcome played no part in choosing rows; about 3.5% have a hit in one of these screens.

SMILES	OXTR potentiate	CHO-K1 Ca antag	V1R ag counter	OXTR ag	M1 PAM parental	TAAR1 antag	M1 ag parental	GPR7 antag	CHO parental Ca
CCCCn1c(N)c(N(CC)C(=O)c2c(CC)noc2C)c(=O)[nH]c1=O	-8	7	0.1	-0.3	8	-1	0.8	nt	2
Cc1ccn(CC(=O)NC2CC(C)(C)Cc3c2cnn3-c2ccc(F)cc2)n1 (stereo not drawn)	1	5	-0.9	-1.0	-2	-14	0.9	-20	-27
Cc1cccc(C)c1NC(=S)N(c1ccccc1)C(C)C	-12	3	0.7	0.0	6	-11	0.1	-3	4
O=C(CSc1nnc(CNC(=O)c2c(F)cccc2F)o1)NCC1CCCO1 (stereo not drawn)	-6	-11	0.6	-0.4	-6	-4	0.8	3	2
O=C(NC1Cc2ccccc2C1)c1cc(COc2cccc(C(F)(F)F)c2)on1	-6	-14	5.0	2.2	6	-24	0.1	-23	0
CCCc1ccc(OCC(O)CN2CCN(c3ccccc3)CC2)cc1 (stereo not drawn)	-13	13&-6	2.1	2.3	-15&11	-29&-13	0.3&0.1	-7	-13
Cc1ccc(Cn2ccc(NC(=O)c3cc(-c4ccc(Br)cc4)on3)n2)cc1	-4	-19	0.8	0.9	-10	-8	0.8	-6	-2
Cc1c(O)ccc2c3c(c(=O)oc12)CCC(C)C3 (stereo not drawn)	-13	-7	7.0	3.7	10	5	4.1	-3	2
C=CCc1cccc2cc(C(=O)NCc3ccc(C(=O)OCC)o3)c(=O)oc12	0	8	-1.3	-0.4	-6	-4	-0.1	-4	-20
CCN(CC)CC#CC(C)OCOCC#CCOC (stereo not drawn)	0	-16	0.5	1.2	9	-5	0.5	-10	-1
O=C(O)c1ccccc1C(=O)Nc1cc(C(F)(F)F)ccc1N1CCCC1	-3	7	-1.1	-1.2	-1	-30	-1.1	-26	-43
CCc1cc(-c2cnnn2Cc2ccccc2)ccc1-c1cn(CC(C)C)nn1	nt	-15	nt	nt	20	33	5.8	nt	nt
CCCn1cc(S(=O)(=O)c2ccccc2)c(=O)c2cc(OC)c(OC)cc21	2	-10	-1.0	-0.7	8	1	0.8	12	-7
COC(=O)c1scc(S(=O)(=O)C(C)C)c1N/N=C(\C#N)C(=O)c1ccc(Cl)cc1	-10	10	11	11	-4	19	12	-8	-3
CC1(C(=O)NS(=O)(=O)c2cccc(OC(F)F)c2)CCN1C(=O)CC(c1ccccc1)c1ccccc1 (stereo not drawn)	nt	-7	nt	nt	18	-3	0.4	nt	nt
CC1(C)Cc2c(sc3nc(SCC(=O)N4CCOCC4)nc(N)c23)CO1	-6	5	-0.4	0.0	2	9	0.1	-8	-19
CCC(=O)Nc1nnc(SCC(=O)Nc2ccc(F)cc2)s1	-7	-9	-0.2	-0.2	6	-16	0.1	-6	-4
Cc1ccc(NC(=O)CSCc2c(C)noc2C)cc1C	-14	5	4.0	0.1	10	10	1.1	-1	-15
O=C(Nc1ccccc1)c1cc(C2CCCCN2S(=O)(=O)c2ccc(F)cc2F)on1 (stereo not drawn)	nt	19	nt	nt	-11	-2	-0.3	nt	nt
O=C(Nc1ccccc1OC(F)F)C1CCCN1C(=O)c1cccs1 (stereo not drawn)	3	-2	-0.9	-1.9	10	24	0.4	-7	6
CCOC(=O)C1=C(C)N(c2ccccc2)C(=O)/C1=C\c1ccco1	-8	-5	-0.1	-2.1	19	8	0.7	-8	-20
CCOC(=O)c1cn(Cc2cccc(Cl)c2)nn1	0	8	1.5	-1.9	-9	3	0.1	-3	-14
c1ccc(-n2c(SCC3CCCCO3)nnc2-c2cnccn2)cc1 (stereo not drawn)	-3	-1	0.9	0.5	7	-5	0.5	-5	-15
O=C1NCCN(Cc2ccc(F)cc2)C1CC(=O)N1CC=C(c2ccccc2)CC1 (stereo not drawn)	-1	7	0.2	0.8	-12	-19	-0.1	10	-13
CCc1ccc(C(O)(C(C)C)C(CN2CCOCC2)c2ccccc2)cc1 (stereo not drawn)	nt	-1	nt	nt	11	-29	15	-8	nt

Continued.
SMILES	OXTR potentiate	CHO-K1 Ca antag	V1R ag counter	OXTR ag	M1 PAM parental	TAAR1 antag	M1 ag parental	GPR7 antag	CHO parental Ca
Cc1oc2ccc(OC(=O)c3cccs3)cc2c1C(=O)OC(C)C	-8	-7	1.1	1.0	21	31	1.2	-19	-6
CSCC[C@H](NC(=O)c1ccc(Br)o1)c1nnc2ccccn12	-3	0	-0.4	0.2	29	-18	0.0	-10	-8
COc1ccc(/C=N/NC(=O)c2snnc2C)c(OC)c1OC	-4	-14	0.1	-1.1	21	-17	1.8	0	-11
O=C(COC(=O)COc1ccc(Cl)cc1)Nc1ccc2c(c1)OCCO2	-10	0	3.4	2.0	-13	4	0.5	nt	-3
Cc1cc(C)c(NC(=O)c2cc(S(=O)(=O)N3CCOCC3)ccc2F)c(C)c1	0	-6	-0.8	-1.5	1	-11	0.4	-14	-16
COc1ccc(-c2csc3ncnc(N4CCN(c5cccc(OC)c5)CC4)c23)cc1	-4	-9	0.1	-0.2	17	10	1.2	-4	-9
Cn1c(N)c(S(=O)(=O)NCc2ccccc2)c(=O)n(C)c1=O	0	-6	1.3	1.2	-4	-5	-0.4	nt	-12
O=C(CSc1nc(-c2ccco2)cc(C(F)(F)F)n1)N1CCCc2ccccc21	-10	-3	0.9	-1.0	12	-18	0.2	-1	-2
O=S(=O)(NCc1ccccn1)c1ccc2ccccc2c1	-4	-16	2.0	1.9	18	1	0.7	2	-9
O=Cc1c(N2CCCCC2)nc2ccccn2c1=O	-5	7	0.5	-0.7	-2	8	1.3	1	-7
CCOc1ncccc1C(=O)Nc1cc2c(cc1Br)OCCO2	-3	-4	-0.2	-1.3	-12	-21	-0.5	nt	-30
Cc1ccc(C)n1NC(=O)c1ccccc1Cl	-10	-3	-1.0	-0.7	11	-6	-0.1	-11	-16
NC(=O)N/N=C/c1c(Sc2nnnn2-c2ccccc2)nc2ccccn2c1=O	3	6	0.7	0.8	-8	-14	0.2	-14	8
CC(C)(C)Nc1nc(Cl)nc(Nc2ccccc2)n1	-15	-15	-0.8	-2.5	8	-12	-0.2	-8	-16
Cc1ccc(C(=O)NC(C)c2nnc(SCC(=O)NC3CCCC3)n2C)cc1 (stereo not drawn)	nt	-6	nt	nt	-3	-25	0.0	-12	nt
CN(C)CCN(Cc1ccccc1)S(=O)(=O)c1ccc(-c2ccc(=O)[nH]n2)s1	-7	-12	0.6	0.3	12	-1	0.0	10	-13
CC1CCN(C(=O)c2[nH]cnc2C(=O)N[C@@H](C)C(=O)OCc2ccccc2)CC1	-3	6	0.2	0.3	-4	-1	0.0	nt	-9
COc1cccc(CN(C)C(=O)c2csc3c2CCCC3)c1OC	-5	-6	0.3	2.5	12	1	2.0	11	-14
CCC1(C)Cc2c(sc3nnn(Cc4ccccc4Cl)c(=O)c23)CO1 (stereo not drawn)	-5	-24	-0.3	0.2	4	5	-0.1	-6	-14
COCc1cc(C(C)=O)ccc1OC	-15	-7	0.0	-0.2	20	-3	0.5	-3	-2
CC(NC(=O)CN(C)S(=O)(=O)c1ccc(F)cc1)C1CC2CCC1C2 (stereo not drawn)	-9	-14	1.5	-0.9	9	-9	0.9	nt	-22
CCCCC(=O)Nc1ccc(NC(=S)NC(=O)CC)cc1OC	7	-17	0.2	-1.1	16	2	0.2	-5	2
COC(=O)c1ccc(CN2CCN(CC=C(C)C)C(CCO)C2)cc1 (stereo not drawn)	-4	0	1.1	0.0	5	-13	-0.5	-5	-17
Fc1cccc(CSc2ncnc3c2oc2ccccc23)c1	0	5	-0.1	0.3	14	-15	0.0	-5	-11
Clc1ccc(-c2ccnc(Oc3cc(Cl)ccc3Cl)n2)cc1	-12	-8	-0.4	-0.9	20	-2	0.2	5	-13

Some of the entries so far, bar-delimited.
compound | OXTR potentiate | CHO-K1 Ca antag | V1R ag counter | OXTR ag | M1 PAM parental | TAAR1 antag | M1 ag parental | GPR7 antag | CHO parental Ca
COc1ccc(/C=N/NC(=O)c2snnc2C)c(OC)c1OC | -4 | -14 | 0.1 | -1.1 | 21 | -17 | 1.8 | 0 | -11
Cc1ccc(C)n1NC(=O)c1ccccc1Cl | -10 | -3 | -1.0 | -0.7 | 11 | -6 | -0.1 | -11 | -16

Some of the entries above in a different format:
Every second line gives: OXTR potentiate, CHO-K1 Ca antag, V1R ag counter, OXTR ag, M1 PAM parental, TAAR1 antag, M1 ag parental, GPR7 antag, CHO parental Ca
Cn1c(N)c(S(=O)(=O)NCc2ccccc2)c(=O)n(C)c1=O
    0, -6, 1.3, 1.2, -4, -5, -0.4, nt, -12
O=C(CSc1nc(-c2ccco2)cc(C(F)(F)F)n1)N1CCCc2ccccc21
    -10, -3, 0.9, -1.0, 12, -18, 0.2, -1, -2
O=S(=O)(NCc1ccccn1)c1ccc2ccccc2c1
    -4, -16, 2.0, 1.9, 18, 1, 0.7, 2, -9

(listing goes on)
SMILES	OXTR potentiate	CHO-K1 Ca antag	V1R ag counter	OXTR ag	M1 PAM parental	TAAR1 antag	M1 ag parental	GPR7 antag	CHO parental Ca
O=[N+]([O-])c1cc([N+](=O)[O-])c(Oc2cc(F)cc(F)c2)cc1NN1CCCCC1	5	-2	-0.7	-0.2	-1	-13	0.3	nt	-11
COc1ccccc1NC(=O)C/C(C)=N/NC(=O)c1ccccn1	-9	-24	-0.4	-1.1	7	10	1.6	-3	-16
CCOc1ccc(NC(=O)COC(=O)COc2cccc3c2OC(C)(C)C3)cc1	-2	-7	3.3	0.5	-3	-24	2.3	-6	-5
CC(=O)c1cccc(-c2ccnc3c2CC(C(=O)NCC2CC2)O3)c1 (stereo not drawn)	nt	-13	nt	nt	22	13	0.2	nt	nt
c1ccc(CN2CCN(c3nc4ccccc4c4ccccc34)CC2)cc1	0	5	-1.3	-2.0	10	-11	0.8	-12	-34
COc1cccc(-n2c(SCC(=O)NCC3CCCO3)nc3c(c2=O)SCC3)c1 (stereo not drawn)	-7	0	-1.6	-1.0	-4	-5	-1.0	-4	-11
O=C(Cn1nc(-c2ccccc2)c2ccccc2c1=O)Nc1cccnc1	-5	-8	0.2	-1.4	6	-3	0.0	9	-19
O=C(NCCc1ccccc1)C1CC1	-2	5	0.2	0.1	9	2	0.1	-23	-6
CCN1CCN(CC(O)COc2ccc(Cl)cc2)CC1 (stereo not drawn)	-10	-19	1.2	1.0	17	2	0.5	-4	7
CC(=O)Nc1ccc(Nc2ccc(S(=O)(=O)C(F)(F)F)cc2[N+](=O)[O-])cc1	-11	2	12	17	1	5	2.2	-2	21
